KDM5B inh – inhibitors of human KDM5B histone demethylase; Potency, µM (top dose mostly 57.7 µM), without a hit: top-dose activity change, negative = inhibition, hits mostly inhibitors; 220,000 compounds, 2.6% hits; Q9UGL1; AID 1347165; KDM5B demethylase, FDH-coupled NADH fluorescence (FDH is formaldehyde dehydrogenase); active = well fitted inhibition curve with a large enough effect; inconclusive = small, poorly fitted or top-dose-only effect; inactive = no such curve, though single readings can be large or run the other way; also: 0% is about no effect; nearly all actives have a fitted effect of over 70% in size
Target sequence (Q9UGL1 whole entry, looked up): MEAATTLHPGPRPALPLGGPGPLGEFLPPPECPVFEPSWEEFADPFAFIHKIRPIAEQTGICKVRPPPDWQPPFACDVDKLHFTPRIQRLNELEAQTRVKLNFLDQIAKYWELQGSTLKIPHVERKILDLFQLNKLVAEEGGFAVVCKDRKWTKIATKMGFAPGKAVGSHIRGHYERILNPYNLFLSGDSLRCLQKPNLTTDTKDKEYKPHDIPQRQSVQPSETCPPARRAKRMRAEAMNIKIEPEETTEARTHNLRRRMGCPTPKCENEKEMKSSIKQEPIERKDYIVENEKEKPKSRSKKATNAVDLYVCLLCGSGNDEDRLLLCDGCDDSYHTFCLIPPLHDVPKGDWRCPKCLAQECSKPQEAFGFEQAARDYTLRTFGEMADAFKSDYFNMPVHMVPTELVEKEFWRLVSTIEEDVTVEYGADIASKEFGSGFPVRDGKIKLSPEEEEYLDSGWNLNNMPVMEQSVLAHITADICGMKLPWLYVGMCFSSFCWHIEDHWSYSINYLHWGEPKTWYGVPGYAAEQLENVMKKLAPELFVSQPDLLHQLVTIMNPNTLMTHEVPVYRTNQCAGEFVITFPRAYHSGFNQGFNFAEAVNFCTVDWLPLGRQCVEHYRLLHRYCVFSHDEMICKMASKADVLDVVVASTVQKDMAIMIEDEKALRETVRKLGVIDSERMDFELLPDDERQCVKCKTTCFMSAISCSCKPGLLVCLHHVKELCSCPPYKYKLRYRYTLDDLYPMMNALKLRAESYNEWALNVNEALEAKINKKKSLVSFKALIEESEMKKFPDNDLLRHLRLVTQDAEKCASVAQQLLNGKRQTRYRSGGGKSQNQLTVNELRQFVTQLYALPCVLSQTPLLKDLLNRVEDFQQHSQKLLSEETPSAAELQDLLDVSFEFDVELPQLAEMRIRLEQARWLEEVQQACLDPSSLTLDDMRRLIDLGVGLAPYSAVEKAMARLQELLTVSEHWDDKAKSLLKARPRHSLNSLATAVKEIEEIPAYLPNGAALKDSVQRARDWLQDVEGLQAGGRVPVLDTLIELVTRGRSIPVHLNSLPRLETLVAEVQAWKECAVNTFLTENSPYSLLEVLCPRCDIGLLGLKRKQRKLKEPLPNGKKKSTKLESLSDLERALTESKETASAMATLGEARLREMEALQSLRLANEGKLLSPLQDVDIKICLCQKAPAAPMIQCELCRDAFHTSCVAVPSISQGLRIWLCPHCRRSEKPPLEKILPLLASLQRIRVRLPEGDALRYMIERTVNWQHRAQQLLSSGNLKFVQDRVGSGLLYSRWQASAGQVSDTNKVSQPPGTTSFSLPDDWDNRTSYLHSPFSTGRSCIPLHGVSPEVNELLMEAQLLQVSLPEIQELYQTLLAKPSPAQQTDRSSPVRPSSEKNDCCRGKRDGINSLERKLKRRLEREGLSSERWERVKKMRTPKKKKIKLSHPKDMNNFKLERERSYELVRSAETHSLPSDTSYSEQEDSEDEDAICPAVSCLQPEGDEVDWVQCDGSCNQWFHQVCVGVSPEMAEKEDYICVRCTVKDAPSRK
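KDM5BΔAP (200 nM final) in 50 mM HEPES pH 7.5, 0.01% Tween-20 was preincubated 10 min at RT with compound over a concentration range. Substrate mix (H3K4me3 12.5 µM, α-KG 25 µM, Fe²⁺, ascorbate, NAD⁺, FDH) was added, and NADH fluorescence change over 30 min gave dose-response curves.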
Numbers without * were called inactive; ? = inconclusive; [ ] = another dose, or the depositor's remark. Potency is read from the fitted curve at half-maximal effect. A portion of the library; the hit share may differ from the screen's.

SMILES	KDM5B inh
C=CCN1C(=O)S/C(=C/c2cn(CC(=O)O)c3ccccc23)C1=O	-10%
Cc1ccc(CN2CCC(CNC(=O)c3cc4ccc5cccnc5c4[nH]3)CC2)cc1	-9%
CCC(C(=O)NC1CCCC1)N(C(=O)Cn1nnc(-c2ccc(C)o2)n1)c1ccc(F)cc1 (centres undefined)	20%
Cc1cccc(C)c1NC(=O)CN1CCN(C(=O)CN(C)Cc2cnn(-c3ccccc3)c2)CC1	3%
N#Cc1ccc(NC(=O)Nc2ccc(Oc3ccc(NC(=O)Nc4ccc(C#N)cc4)cc3)cc2)cc1	?
O=C(COC(=O)c1cc2c(s1)CCC2)NC(=O)NC1CCCC1	-13%
O=c1oc2ccc(Cl)cc2cc1-c1cn2ccccc2n1	-11%
O=C(NCc1ccc(F)cc1)c1cc(C2CC2)nc2onc(C3CCCN3)c12 (centres undefined)	-27%[115 µM]
Cc1ccc(/C=N/NC(=O)CN2CCN(Cc3ccccc3)CC2)o1	11%
Cc1ccc(NC(=O)C(C#N)=C2CCCCCC2)c(C)c1	20%
O=[N+]([O-])c1ccc(N2CCN(S(=O)(=O)c3ccc4ccccc4c3)CC2)c2ncccc12	-11%
Cc1ccsc1-c1nc(-c2nnn3c2COC(c2ccccc2Cl)C3)no1 (centres undefined)	9%
O=C1NCCCCCN(C(=O)Cc2ccccc2)[C@H]2CCC[C@@H]12	-13%
Cc1cc(NC(=O)c2sc3ccccc3c2O)no1	?
CCCCN(CC)Cc1ccc(CNS(=O)(=O)c2cc3c(cc2Cl)NC(=O)CO3)o1	?

Seven entries from above, ordered by the number in KDM5B inh, lowest first:
smiles	KDM5B inh
O=C1NCCCCCN(C(=O)Cc2ccccc2)[C@H]2CCC[C@@H]12	-13%
O=c1oc2ccc(Cl)cc2cc1-c1cn2ccccc2n1	-11%
C=CCN1C(=O)S/C(=C/c2cn(CC(=O)O)c3ccccc23)C1=O	-10%
Cc1ccc(CN2CCC(CNC(=O)c3cc4ccc5cccnc5c4[nH]3)CC2)cc1	-9%
Cc1ccsc1-c1nc(-c2nnn3c2COC(c2ccccc2Cl)C3)no1 (centres undefined)	9%
Cc1ccc(/C=N/NC(=O)CN2CCN(Cc3ccccc3)CC2)o1	11%
CCC(C(=O)NC1CCCC1)N(C(=O)Cn1nnc(-c2ccc(C)o2)n1)c1ccc(F)cc1 (centres undefined)	20%

(continued)
SMILES	KDM5B inh
Cc1cc(=O)n2[nH]c(CC(=O)N[C@H]3[C@H]4CCO[C@H]4[C@@H]3N(C)C)nc2n1	19%
O=C(c1n[nH]c(=O)c2ccccc12)N1CCN(CC(F)(F)F)CC1	14%
COc1ccc(NC(=O)c2cc3c(=O)[nH]c(C)cn3n2)cc1OC	2%
CCc1ccccc1C1C(=O)c2ccccc2C1=O	7%
O=C1CSC2(CCN(S(=O)(=O)c3ccc(F)cc3)CC2)N1Cc1ccco1	?
CC(=O)Nc1ccc(I)c(C)n1	18%
Cc1cc(C)c(NC(=O)CCS(=O)(=O)c2cc3c(cc2Cl)NC(=O)CO3)c(C)c1	1%
CC(=O)c1ccc(-c2ccc(C=O)o2)cc1	59%[activator]
Nc1nc(Nc2ccc(F)cc2)sc1C(=O)c1ccc(Cl)cc1	-3%
CC(C)c1nc2c(c(-c3ccc(O)cc3)n1)CCN(Cc1cccc3ccccc13)CC2	-37%
N#Cc1cccc(NC(=O)Cn2c(=O)c3c(ncn3C3CCCC3)n(Cc3ccccc3)c2=O)c1	4%
CCNc1cccc(C)c1C	14%
COc1ccc(Cc2nc3ccccc3[nH]c2=O)cc1	-15%
CCC1c2nccn2CCCN1C(=O)CCn1cccn1 (centres undefined)	13%
Cc1ccsc1C(=O)N1CCC2(CC1)NC(=O)N(c1cccc(Cl)c1)N2	12%
O=C(Cn1cnnn1)N1C[C@@H](COCC2CC2)[C@H](c2ccncc2)C1	27%
Cn1cccc1CN1C[C@@H](COc2ccncc2)[C@H](c2ccccn2)C1	?
Cc1oc(-c2ccccc2)nc1CC(=O)NC1CCCCC1	11%
O=C(CSc1nc2c([nH]c3ccccc32)c(=O)n1-c1ccc(Cl)cc1)NCC1CCCO1 (centres undefined)	-1%
C[C@@H](NC(=O)NC(C)(C)C)c1onc(-c2ccc(Cl)cc2)c1C(=O)O	12%[86.2 µM]
C/C(=N\NC(=O)c1cccc(C)c1)c1ccc(C)s1	5%
O=C(Nc1ccnn1C1CCN(Cc2cc3ccccc3[nH]2)CC1)C1CCOC1 (centres undefined)	-3%
CCOc1ccc2c(n1)CCN(C(=O)c1nn(C)c3ccccc13)C2	?
Fc1ccccc1CN1CCNc2cnc(Nc3ccccc3)cc2C1	?
O=c1c2c(CO)c(-c3ccccc3)nn2ccn1Cc1ccccc1	-17%
Cc1cc(C(=O)N2CCCCCCNC(=O)CC2)nn1C	2%
CN(C1CCCCC1)S(=O)(=O)C1CCS(=O)(=O)C1 (centres undefined)	35%[activator]
COc1ccc(-c2cc3ncc(C(=O)c4cc(Cl)ccc4O)cn3n2)cc1	?
CO[C@H]1C(=O)N(C2CCNCC2)[C@H]1c1ccncc1	225%[activator]
COc1cccc(NC(=O)CCNC(=O)Cn2cnc3ccccc3c2=O)c1	-6%
O=C(c1ccc(N2CCCOCC2)nc1)N1CCC(Oc2cccnc2)CC1	-29%
COc1ccc(C2=NOC(CNC(=O)c3ccccc3Br)C2)c(OC)c1 (centres undefined)	-29%
CN(Cc1ccccc1)Cc1cc(C[C@@H]2C[C@H](NC(=O)C3CC3)C2(C)C)no1	-23%[86.2 µM]
CCn1c(NC(=O)c2ccccc2F)c(-c2cccs2)c(=O)c2ccccc21	11%
O=C(NC1CCCCC1)c1cc([N+](=O)[O-])ccc1N1CCCC1	2%
COCC(=O)N1CCC2(CC1)C(=O)NCN2Cc1ccc(Cl)cc1	-5%
Cc1ccc(S(=O)(=O)N(CC(=O)NCC(C)C)Cc2c(F)cccc2Cl)cc1	13%
COc1cccc(NC(=O)O[C@@H]2CC[C@]3(C)C(CC[C@@H](O)[C@H]3CC(=O)N3CCCC3)[C@]2(C)CO)c1 (some centres undefined)	-7%
COc1ccc(-c2cc(N3CCCN(C(=O)CCCc4ccccc4)CC3)n[nH]2)cc1	?
Cc1cccc(CC(=O)N2CC(c3nnc(C(C)C)o3)C3(CCOCC3)C2)c1 (centres undefined)	5%
COc1ccc(C(=O)NCCc2csc(-c3ccc(Cl)cc3)n2)cc1	?
COc1ccc(-c2nc(C3CC3)nc3c2CCN(Cc2cc(C)on2)CC3)cc1	?
COc1ccc(N2CC(c3noc(-c4ccc(C)c(C)c4)n3)CC2=O)cc1OC (centres undefined)	?
CCS(=O)(=O)c1ccc(O)c(NC(=O)CCCC(=O)O)c1	14%
CNC(=O)c1cc[nH]c1C1CCCN(C(=O)Cn2c(=O)oc3ccccc32)C1 (centres undefined)	2%
COc1ccc(CCC(=O)NC2CCN(c3cc(C(F)(F)F)nc(C)n3)CC2)cc1	-16%
NS(=O)(=O)c1ccc(N/N=C/C(Cl)=C/c2ccccc2)c([N+](=O)[O-])c1	18%
CCOC(=O)c1ccc(-c2ccc(/C=C(\C#N)C(=O)Nc3ccc(C)cc3)o2)cc1	-9%
CCC(C)NC(=O)N1CC(Oc2ccc(-c3nc(C)no3)cc2)C1 (centres undefined)	-15%
CC(C)CN1C(=O)c2cccn2CC1C(=O)NCCN1CCCC1 (centres undefined)	?
CCN(Cc1cccs1)CC1CCCO1 (centres undefined)	23%
CCOC(CCn1ccc(O)c(Cc2ccc(Cl)cc2)c1=O)OCC	20%
CNc1ncc(C(=O)N2CCCC(CC=C(C)C)(C(=O)O)C2)cn1 (centres undefined)	?
NC(N)=NCc1ccc(F)cc1	?
CC(=O)c1ccc(C(=O)N(CCc2ccccc2)Cc2ccc(C)s2)s1	-1%
Cc1ccc2c(=O)cc(C(=O)Nc3sc4c(c3C(=O)NCc3cccnc3)CCCC4)oc2c1	8%[11.5 µM]
O=C(NC1CCCc2ccccc21)c1cc(-c2cccc(Br)c2)nc2ccccc12 (centres undefined)	11%
CC(C)(CO)NC(=O)C12CC3CC(CC(C3)C1)C2	21%
COc1ccc(NC(=O)CSc2nc(-c3ccc(F)cc3)c3cccc(C)c3n2)cc1	-6%
Cc1c(Cl)cccc1NC(=O)c1oc2ccc(S(=O)(=O)N3CCCCCC3)cc2c1C	-9%

(cont.)
SMILES	KDM5B inh
CN1CCN(CCC2(c3ccccc3)CCOC(C)(C)C2)CC1 (centres undefined)	?
O=C1NCc2ccccc2CC12CCN(C/C=C/c1ccccc1)CC2	?
Cc1c(F)cccc1NC(=O)N1CC(c2nnc(-c3ccncc3)o2)C2(CCOCC2)C1 (centres undefined)	2%
CC(=O)c1c(C)oc2ccc(N(C(=O)Oc3ccccc3)S(=O)(=O)c3ccc(C(C)(C)C)cc3)cc12	8%
CCn1nc(C(=O)OCC(=O)NC(=O)NCc2ccccc2)c2ccccc2c1=O	14%
Cc1cccc(CN(C(=O)c2ccco2)c2ccc(CC(=O)NCC3CCCO3)cc2)c1 (centres undefined)	-9%
Cc1cn2c(=O)cc(COC(=O)c3cccc(NC(=O)COc4ccccc4Cl)c3)nc2s1	-5%
CN(Cc1ccccc1)S(=O)(=O)c1cn(C)cn1	31%
CC(=O)Nc1cc(C(=O)NCc2ccccc2)ccc1Sc1ccc(C)cc1	-22%
COc1ccc(CCNC(=O)c2c(C)noc2-c2ccccc2OC)cc1	-25%
CSc1nnnn1-c1ccc(C(=O)Nc2ccc(Br)c(C)c2)cc1	-8%
COc1ccc(C2c3c(n[nH]c3C)C(=O)N2c2ccc(C)cc2)cc1 (centres undefined)	7%
CCOc1ccc(NC(=O)C(C)O)c(N)c1 (centres undefined)	3%
O=c1oc2ccccc2cc1-c1cn2cc(Cc3ccccc3F)sc2n1	-23%
COC(=O)c1ccc(COC(=O)CCc2ccc3c(c2)OCO3)cc1	-1%

In the list so far, these contain a nitro group on carbon.
SMILES	KDM5B inh
O=[N+]([O-])c1ccc(N2CCN(S(=O)(=O)c3ccc4ccccc4c3)CC2)c2ncccc12	-11%
O=C(NC1CCCCC1)c1cc([N+](=O)[O-])ccc1N1CCCC1	2%
NS(=O)(=O)c1ccc(N/N=C/C(Cl)=C/c2ccccc2)c([N+](=O)[O-])c1	18%

New compounds follow
SMILES	KDM5B inh
CC1CCN(S(=O)(=O)c2ccc3c(c2)oc(=O)n3CC(=O)NC(C)c2ccccc2)CC1 (centres undefined)	?
O=C(NC[C@H]1OC[C@@H](NC2CCOCC2)[C@@H]1O)C1CC1	-11%[115 µM]
Clc1ccc(-c2nc(-c3ccc(Br)o3)no2)c(Cl)c1	3%
Cc1ccc(-c2cc(NC(=O)C(C)Oc3ccc(C)c(C)c3)on2)cc1 (centres undefined)	?
CCc1ccc(CNC(=O)c2cnc(C)cn2)s1	19%
O=C(C(Sc1nncn1-c1ccccc1F)c1ccccc1)N1CCOCC1 (centres undefined)	19%
Cc1cccc(-c2c3c(=O)n(C)c(=O)n(C)c3c3n2CCOC3c2coc3ccccc3c2=O)c1 (centres undefined)	-11%
CCOc1ccc(-c2nc(CSCC(=O)N3CCC(N4CCCCC4)CC3)c(C)o2)cc1	-4%
Cc1ncoc1C(=O)N1CCC(F)(c2nc(-c3ccncc3)no2)CC1	1%
O=C(O)c1ccc(NCc2ccc(F)cc2)cc1	-7%
CCOc1ccc(Nc2ccc3nnc(-c4ccccc4Cl)n3n2)cc1	0%
Cc1cc(-c2ccc(C)c(S(=O)(=O)N3c4ccccc4CC3C)c2)on1 (centres undefined)	-16%
CCOc1ccccc1NC(=O)c1cc(OC(C)=O)cc(OC(C)=O)c1	-5%
CN(C)c1ccc(CN2CC[C@H](c3nc4ccccc4n3C)C2)cc1	-23%[86.2 µM]
COCCN1C(=O)[C@@H]2C[C@@H](CN2Cc2ccccc2)Oc2ccccc21	14%[86.2 µM]

3 structures out of the list, ordered by formula weight, rising.
SMILES	KDM5B inh
O=C(NC[C@H]1OC[C@@H](NC2CCOCC2)[C@@H]1O)C1CC1	-11%[115 µM]
CN(C)c1ccc(CN2CC[C@H](c3nc4ccccc4n3C)C2)cc1	-23%[86.2 µM]
O=C(C(Sc1nncn1-c1ccccc1F)c1ccccc1)N1CCOCC1 (centres undefined)	19%

Among those listed so far, 2 have a CF3 group.
SMILES	KDM5B inh
O=C(c1n[nH]c(=O)c2ccccc12)N1CCN(CC(F)(F)F)CC1	14%
COc1ccc(CCC(=O)NC2CCN(c3cc(C(F)(F)F)nc(C)n3)CC2)cc1	-16%

Other structures:
SMILES	KDM5B inh
Cc1ccc(NC(=O)Nc2nnc(-c3ccccc3)s2)cc1C	2%
CCn1ncc(CN2CC[C@@H]3CN(S(C)(=O)=O)[C@@H]3C2)c1C	-21%
CC(C(=O)NCc1ccc(C(F)(F)F)cc1)C1CCOCC1 (centres undefined)	-9%
O=C1NC(=NC2CCCCC2)C2(CCCN([S+](=O)([O-])c3cccc(C(F)(F)F)c3)C2)N1c1cccnc1 (centres undefined)	-9%
Cc1csc(NC(=O)[C@@H]2C[C@@H](c3ccc(F)cc3)N([S+](=O)([O-])c3ccccc3)C2)n1	-19%
CCN(C(=O)c1cc2c(=O)n(CC)c3ccccc3c2s1)c1cccc(C(F)(F)F)c1	-13%
CCOc1ccc(-c2noc(-c3nnn(-c4cccc(C)c4C)c3N)n2)cc1	17%
CC(C)CCNC(=O)c1cnc2sc(N3CCCCCC3)nn2c1=O	?
Cc1noc(NC(=O)CSc2nccn2-c2ccccc2)n1	14%
COc1ccccc1N1CCN(C(=O)C2N(C(C)C)C(=O)C23CCCCC3)CC1 (centres undefined)	-2%
O=C(CN1C(=O)C2(SCC(=O)N2c2cccc(Cl)c2)c2ccccc21)NC1CCCCC1 (centres undefined)	-3%
CCOC(=O)Cc1ccc(NC(=O)Nc2nnc(N(C)Cc3ccccc3)s2)cc1	-13%
CC(C)c1cc(C(=O)NCc2nnnn2-c2ccccc2)nc2ncnn12	-22%
CCc1c(C)nc2n(c1=O)CN(CCCN(C)C)CN2c1ccccc1OC	73%[activator]
O=C(CSc1nc2ccccc2n1Cc1cccc(C(F)(F)F)c1)NCc1ccccc1	4%
